ADAM10 inh: inhibitors of human ADAM10; O14672; recombinant ADAM10, EDANS/DABCYL FRET peptide cleavage, 3 h; inhibition, % at 7 µM; 0.62% of 370,000 active;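 active means inhibition above a per-campaign cutoff equal to the mean of compounds falling between control-based bounds plus 3 SD, cut at about 20% in these data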;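 further: 0% = DMSO wells while the 100% control is not disclosed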
Target sequence (O14672 214-748 limits assumed): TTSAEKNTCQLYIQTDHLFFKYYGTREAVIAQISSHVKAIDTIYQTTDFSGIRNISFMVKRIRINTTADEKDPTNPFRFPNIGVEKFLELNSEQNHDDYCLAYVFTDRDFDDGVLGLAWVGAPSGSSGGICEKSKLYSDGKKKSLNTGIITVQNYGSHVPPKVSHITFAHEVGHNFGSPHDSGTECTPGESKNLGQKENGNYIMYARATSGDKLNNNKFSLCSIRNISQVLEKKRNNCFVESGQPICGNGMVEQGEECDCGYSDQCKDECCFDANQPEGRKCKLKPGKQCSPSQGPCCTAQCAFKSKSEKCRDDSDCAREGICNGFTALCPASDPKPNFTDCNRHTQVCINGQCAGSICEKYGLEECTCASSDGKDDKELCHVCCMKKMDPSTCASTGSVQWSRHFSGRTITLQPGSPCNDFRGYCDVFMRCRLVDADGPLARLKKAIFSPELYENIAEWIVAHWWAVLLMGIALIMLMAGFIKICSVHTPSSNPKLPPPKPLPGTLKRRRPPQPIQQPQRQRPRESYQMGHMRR
sPLA2-III inh: Blocks human group III sPLA2 activity | Q9NZ20 | QFRET BODIPY PC-A2 liposome hydrolysis, fluorescence | inhibition, % at 12.2 µM | 0.56% of 370,000 active | AID 743126;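 active means inhibition above mean plus 3 SD of compounds lying within the high and low control bounds, cut at about 19% in these data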;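 further: 0% = median of test compound wells and 100% = no enzyme DMSO wells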
hcDAF-12 act: activators of H. contortus DAF-12 nuclear receptor. HEK293 hcDAF-12 lit1-tk-luc reporter, luminescence; 0% DMSO, 100% Δ7-dafachronic acid. activation, % at 6.8 µM. 1.4% of 370,000 active. AID 652067;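 active means activation above the mean of all tested compounds plus 3 SD, cut at about 5.5% in these data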;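 further: 100% = response to 3 µM Δ7-dafachronic acid high control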
ssDAF-12 act: S. stercoralis DAF-12 activation, primary screen. 1% of 370,000 active. activation, % at 6.8 µM. HEK293 ssDAF-12/GRIP1 lit1-tk-luc reporter, luminescence; % of 3 µM dafachronic acid response;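 active means activation above the mean over all tested compounds plus 3 SD, cut at about 0.9% in these data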;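 further: 0% = DMSO-only wells and 100% = 3 µM delta7-dafachronic acid wells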
DAX1 inh-1: DAX1 (NR0B1) inhibition, primary screen. inhibition, % at 6.8 µM. HEK293T StAR-luciferase reporter, SF-1/DAX-1 repression relief. 1.1% of 370,000 active. AID 652010;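 active means inhibition above the mean over all tested compounds plus 3 SD, cut at about 3.6% in these data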;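 further: 0% = DAX-1 cells with DMSO and 100% = cells lacking DAX-1 with DMSO; higher inhibition means more luminescence from relief of DAX-1 repression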
NPR2 activator: GC-B (human) receptor activation; 0.11% of 370,000 active; HEK293-GC-B cells, CNP EC30, cGMP TR-FRET; 0% at EC30 CNP, 100% saturating CNP; AID 1920062; P20594; activation, % at 10 µM;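 active means activation at 10 µM reaching about 35% in either raw or pattern-adjusted values, limit read from the data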
SMARCA2 activ: increases SMARCA2 function in MMTV reporter cells. MG213 cells, MMTV-luciferase reporter, dexamethasone, overnight. activation, % at 9.1 µM. 1% of 370,000 active. AID 652017; in the data active means activation above about 7.8%;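 further: 0% = vehicle wells and 100% = reference activator wells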
DAX1 inh-2: inhibitors of human orphan nuclear receptor DAX1 (NR0B1). AID 504766. inhibition, % at 6.75 µM. P51843. HEK293 Gal4-DAX1 luciferase reporter, luminescence. 0.99% of 340,000 active;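 active means inhibition above the mean over all tested compounds plus 3 SD, cut at about 4.2% in these data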;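 further: 0% = DAX1-transfected cells with DMSO and 100% = empty-vector control cells with DMSO; inhibition shows as a rise in luminescence from relieved DAX1 repression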
Target sequence (P51843 207-470 limits assumed): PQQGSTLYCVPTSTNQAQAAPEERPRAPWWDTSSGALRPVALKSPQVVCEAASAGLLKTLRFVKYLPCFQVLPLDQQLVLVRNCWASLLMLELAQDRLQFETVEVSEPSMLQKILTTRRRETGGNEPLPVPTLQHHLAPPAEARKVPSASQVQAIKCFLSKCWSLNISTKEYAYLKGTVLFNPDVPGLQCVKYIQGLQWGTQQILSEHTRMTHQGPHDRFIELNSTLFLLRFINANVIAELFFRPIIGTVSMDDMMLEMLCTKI
NPR1 activator: GC-A (human) enzyme activation | P16066 | HEK293 GC-A cells, cGMP TR-FRET, EC30 ANP; 0% at EC30 ANP, 100% saturating ANP | activation, % at 10 µM | 0.14% of 370,000 active; in the data active means activation above about 40%
hgDAF12 agonist: activates the H. glycines DAF-12 receptor ligand-binding domain | 1.8% of 370,000 active | HEK293 GAL4-hgDAF12 UAS-luciferase reporter, agonist luminescence; normalized to butyrate control | AID 687014 | activation, % at 6.8 µM;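 active means activation above a cutoff set at the mean of all screened compounds plus 3 SD, cut at about 10% in these data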;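 further: 0% = DMSO wells and 100% = sodium butyrate wells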
FXN GAA850 act: frataxin GAA850 promoter activation; HEK293 lucGAA850 FXN promoter luciferase reporter, 24 h; percent of 10 µM SAHA response; activation, % at 6 µM; 0.56% of 360,000 active;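 active means activation above the average of all compounds screened plus 3 SD, cutoff fixed separately per campaign, cut at about 7.5% in these data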;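 further: 0% = DMSO wells and 100% = 10 µM SAHA wells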
An asterisk follows results filed as active; / = not tested or not shown.

SMILES	ADAM10 inh	sPLA2-III inh	hcDAF-12 act	ssDAF-12 act	DAX1 inh-1	NPR2 activator	SMARCA2 activ	DAX1 inh-2	NPR1 activator	hgDAF12 agonist	FXN GAA850 act
Cc1cc(C)n2cc(CSCc3ccco3)nc2n1	-47	3	-1.2	-0.6	0.2	1	-1	0.5	0	2.4	1.5
CCCNC(=O)CCNC(=O)[C@H](O)C(C)(C)CO	-18	10	-0.4	-1.4	0.8	2	-2	-0.6	1	1.5	1.4
O=C(O)COc1ccccc1/C=N/NC(=O)CN1CCN(Cc2ccccc2Cl)CC1	-7	-1	-0.8	-1.3	0.1	-1	-1	-0.3	0	0.6	0.8
COC(=O)Cn1ncn2c(cc3oc(C)cc32)c1=O	-5	4	2.7	-0.3	0.5	-4	5	1.5	2	8.9	4.7
Cc1cccc(NS(=O)(=O)c2ccc(-c3cnc(C4CC4)o3)cc2)c1C	12	-23	-1.3	-0.7	0.2	1	-3	-0.3	-4	-3.6	-3.5
Cc1cc(C)n(-c2ccc(NC(=O)C3CCCCN3C(=O)c3occc3C)cc2)n1 (centres undefined)	5	-8	-0.6	-0.4	0.1	0	0	0.3	0	-2.1	-0.8
COc1cc(C(=O)Oc2cccc(C)c2)cc(OC)c1OC	8	2	-0.8	-1.4	-0.3	0	-1	-0.2	-2	-1.2	1.7
COc1ccccc1NC(=O)OC1CCC12CCCCC2 (centres undefined)	-11	9	-2.8	-1.7	-1.2	1	-4	/	-2	3.5	/
CCNc1nc(NC(C)C)nc(OCCOC(=O)Nc2ccccc2)n1	-6	-4	-1.6	-2.1	0.4	-2	4	1.7	-2	-1.9	3.7
COc1ccc(-c2cccc(NS(=O)(=O)c3ccccc3[N+](=O)[O-])c2)nn1	4	-12	-0.9	-0.7	-1.8	-1	-1	-0.5	-2	3.7	1.7
CC(=O)Nc1cc(NC(C)=O)cc(C(=O)OCC(=O)c2ccc3c(c2)OCO3)c1	-15	8	-0.8	-0.6	0.6	4	-1	-0.2	1	-1.6	1.2
COc1cc(/C=C2\NC(=S)NC2=O)ccc1OCc1cccc(C(=O)O)c1	-10	5	3.6	-0.1	0.8	4	0	-0.5	3	2.4	6.6
CC(=O)NCCCC(=O)NC(CCC(=O)OCc1ccccc1)C(=O)OCc1ccccc1 (centres undefined)	-1	-4	-0.9	-2.0	1.8	-6	8.0*	0.2	0	0.8	-1.5
Cc1cc(Nc2ccccc2)nc2cc(O)ccc12	-154	-58	3.2	-0.3	1.0	-13	2	-0.1	0	3.6	0.0
Nc1ccccc1C(=O)Nc1cccc2ccccc12	-1	3	-0.6	-0.4	-0.3	-2	1	3.8	-1	1.4	3.5
CCN(CC)CCCNC(=S)N1CCN(c2nc(-c3ccc(F)cc3)cs2)CC1	15	9	-0.8	-1.6	-0.2	-14	1	1.2	2	-3.6	1.0
COc1ccc(S(=O)(=O)Nc2ccc3c(c2)OCO3)cc1C	-2	-6	-2.6	-1.4	0.1	-4	-1	-0.2	-7	0.3	-2.7
COc1ccc(-c2n[nH]c(C)c2-c2ccc(OC)c(OC)c2)c(O)c1	-9	-12	-0.8	-1.5	-0.8	-1	-1	-0.9	4	0.8	-1.7
CN(CCC#N)C(=O)CSc1nc2scc(-c3ccccc3)c2c(=O)[nH]1	-2	-9	-1.3	-1.9	0.0	-7	-2	0.6	-2	-0.3	-6.1
O=C(NCc1ccccc1)[C@]1(C(F)(F)F)C[C@H](CCc2ccccc2)CCCO1	4	-7	-1.2	-1.1	0.3	3	0	1.7	-1	-0.1	-1.5

Filtered by structure, the entries above with sulfur.
SMILES	ADAM10 inh	sPLA2-III inh	hcDAF-12 act	ssDAF-12 act	DAX1 inh-1	NPR2 activator	SMARCA2 activ	DAX1 inh-2	NPR1 activator	hgDAF12 agonist	FXN GAA850 act
Cc1cc(C)n2cc(CSCc3ccco3)nc2n1	-47	3	-1.2	-0.6	0.2	1	-1	0.5	0	2.4	1.5
Cc1cccc(NS(=O)(=O)c2ccc(-c3cnc(C4CC4)o3)cc2)c1C	12	-23	-1.3	-0.7	0.2	1	-3	-0.3	-4	-3.6	-3.5
COc1ccc(-c2cccc(NS(=O)(=O)c3ccccc3[N+](=O)[O-])c2)nn1	4	-12	-0.9	-0.7	-1.8	-1	-1	-0.5	-2	3.7	1.7
COc1cc(/C=C2\NC(=S)NC2=O)ccc1OCc1cccc(C(=O)O)c1	-10	5	3.6	-0.1	0.8	4	0	-0.5	3	2.4	6.6
CCN(CC)CCCNC(=S)N1CCN(c2nc(-c3ccc(F)cc3)cs2)CC1	15	9	-0.8	-1.6	-0.2	-14	1	1.2	2	-3.6	1.0
COc1ccc(S(=O)(=O)Nc2ccc3c(c2)OCO3)cc1C	-2	-6	-2.6	-1.4	0.1	-4	-1	-0.2	-7	0.3	-2.7
CN(CCC#N)C(=O)CSc1nc2scc(-c3ccccc3)c2c(=O)[nH]1	-2	-9	-1.3	-1.9	0.0	-7	-2	0.6	-2	-0.3	-6.1

Continued:
SMILES	ADAM10 inh	sPLA2-III inh	hcDAF-12 act	ssDAF-12 act	DAX1 inh-1	NPR2 activator	SMARCA2 activ	DAX1 inh-2	NPR1 activator	hgDAF12 agonist	FXN GAA850 act
O=C(CNC(=O)c1ccco1)Nc1ccc2c(c1)OCCO2	-10	11	-1.7	-1.4	-0.8	-4	-5	0.0	4	-3.3	-5.2
CC12CCC(C(=O)N(CCCCN3CCN(c4ccccn4)CC3)C1=O)C2(C)C (centres undefined)	4	0	-0.8	-0.8	-0.4	1	0	-0.2	4	-2.4	0.9
COc1ccc(CNC(=O)c2ccc(-c3ccccc3)cc2)cc1	-2	-3	0.4	-0.8	0.3	/	0	2.6	/	2.9	4.2
COc1cc(/C=C/C(=O)O)cc(S(=O)(=O)Nc2ccc3nc(SC)sc3c2)c1OC	-8	-29	0.8	-0.9	0.6	3	2	0.6	1	-0.2	0.6
O=[N+]([O-])c1ccc(S(=O)(=O)N2CCC3(CC2)OCCN3S(=O)(=O)c2cccs2)cc1	-2	2	-1.9	-1.6	-0.9	11	-3	-0.7	0	-1.6	-1.3
COc1ccc(C)cc1-n1nnnc1SCC(=O)NNC(=O)c1ccc([N+](=O)[O-])cc1	-2	-15	-2.4	-0.7	-0.7	-1	-4	0.8	-3	0.3	0.8
CC(C(=O)O)N1C(=O)C2C3CC(C2C1=O)C1C(c2ccccc2)c2sc(=O)[nH]c2SC31 (centres undefined)	-13	0	-0.7	-0.9	0.5	3	-2	-0.5	1	-3.1	2.8
Cn1nnnc1P(=O)(c1ccccc1)c1ccccc1	3	7	1.1	-1.7	0.5	-2	-3	1.5	-2	-1.9	0.0
CC(=O)N1CCC(C(=O)Nc2ccc(S(=O)(=O)N3CCCCC3)cc2)CC1	11	0	0.2	-1.1	0.3	4	0	2.4	3	1.7	1.3
C[C@@H]1CCCCO[C@@H](CN(C)Cc2ccc(Cl)c(Cl)c2)[C@@H](C)CN([C@H](C)CO)C(=O)c2cc(NC(=O)Nc3ccccc3)ccc2O1	-14	-3	0.2	-1.1	-0.5	1	-5	/	-3	0.2	/
C#CC(C)(C)NC(=O)c1ccc(-c2ccccc2F)cc1	0	7	-1.3	-1.1	0.6	-8	0	-1.4	8	3.2	2.3
COc1ccc2[nH]c3c(c2c1)CCNC3(C)CCc1ccc(Cl)nc1 (centres undefined)	-6	0	-1.0	-0.5	-0.2	1	-1	-1.0	-3	0.9	-0.6
O=C(NCCCNC(=O)c1ccc(Cl)cc1Cl)c1cnccn1	-1	-3	1.5	-1.1	0.9	-1	-3	0.5	4	0.6	1.4
CC1CC(C)CN(C(=O)CSc2ccsc2[N+](=O)[O-])C1 (centres undefined)	5	2	0.8	-1.1	0.0	1	1	-0.3	0	-2.4	2.1
CNC(=S)NCc1ccc2[nH]c3c(c2c1)CCCC3	-8	5	1.4	-0.8	0.6	1	1	0.8	1	1.1	-0.6
Cc1cccc(-n2ncc3c(NCc4cccs4)ncnc32)c1	23*	-43	1.1	1.2*	1.9	-2	3	0.3	-1	8.5	3.4
COc1ccccc1CNC(=O)CN1C(=O)NC2(CCCCCCC2)C1=O	5	6	0.2	-0.5	-1.3	-2	-4	0.4	-2	-1.3	1.8
Cc1ccc(/C=N/NC(=O)CNC(=O)c2cccs2)o1	-2	5	-0.7	-1.8	0.3	0	-2	0.7	-4	-1.7	1.2
CCCCNS(=O)(=O)c1ccc(OC)cc1	4	-1	-1.8	-1.0	0.2	1	2	-0.4	-3	-1.1	0.2
CC(C)(Cc1ccc(O)cc1)NC(=O)CC(=O)N/N=C/c1ccc([N+](=O)[O-])cc1	3	-19	-2.2	-1.6	-0.7	-5	0	0.2	2	0.8	2.2
OC(c1ccc(Cl)c(Cl)c1)c1ncc(-c2ccccc2F)[nH]1 (centres undefined)	-1	-6	1.3	-1.1	-0.2	2	-3	/	-5	0.2	0.2
Cc1ccc2nc(NC(=O)COC(=O)c3ccc(Br)o3)sc2c1	-7	-21	5.5	0.3	0.6	-4	1	0.3	0	6.0	9.4*
O=c1c(C/C=C/c2ccccc2)c(O)ccn1Cc1cccc(Cl)c1	11	-10	0.0	-1.0	0.1	2	-3	1.1	2	0.4	0.4
Clc1ccc(-c2nc3ccccn3c2CN2CCSCC2)cc1	-4	3	-1.9	-0.6	-0.2	-1	2	1.1	-2	1.2	0.1
O=C(c1ccc([N+](=O)[O-])s1)N1CCN(c2cccc(Cl)c2)CC1	10	-10	-3.0	-1.5	-2.8	-4	-2	-0.9	-16	-3.2	-1.6
COc1ccc(-c2ccc3c(c2)S(=O)(=O)c2cccc(C(=O)NCc4ccccc4Cl)c2C3=O)cc1OC	-8	10	1.1	-0.8	0.2	-3	0	1.0	1	0.5	-0.3
O=C(Cc1ncc(C(F)(F)F)cc1Cl)NCc1cccnc1	-14	-4	0.7	-0.7	-0.1	-3	-2	-0.6	-1	-2.1	1.4
CCN1C(=O)[C@H]2[C@@H](c3ccc(OC)cc3)N[C@]3(CCCN(CC4CCCCC4)C3=O)[C@H]2C1=O	-12	3	0.3	-0.7	0.6	4	1	0.2	2	-2.1	-0.1
COc1ccc(C(=O)C2(C(=O)NC3CCCC3)CC(c3ccccc3C(F)(F)F)=NO2)cc1 (centres undefined)	7	-2	-1.7	-1.3	-0.3	0	-1	/	0	2.6	/
N#C/C(=C\c1ccc(N2CCOCC2)o1)C(=O)NCC1CCCO1 (centres undefined)	-1	-6	-1.7	12*	0.4	-11	1	-0.8	-12	1.5	-0.6
CS(=O)(=O)N(CC(=O)NCCSCc1ccccc1Cl)c1ccccc1F	0	-5	-2.0	-1.0	-0.5	6	-1	0.5	2	1.7	0.5
NC(=O)CC(NC(=O)Cc1cccc2ccccc12)c1ccc(N2CCC(N3CCCCC3)CC2)c([N+](=O)[O-])c1 (centres undefined)	-1	2	0.8	-1.5	-0.3	-1	0	-1.1	3	0.4	-3.4

Source: PubChem BioAssay
